Source: PubChem BioAssay
SRC1 TRFRET art = TR-FRET artefact, counter-screen to PPARgamma/SRC-1 agonist assay; 0.34% of 99,000 active; TR-FRET ratio at 8 µM; AID 1051; TR-FRET detection artefact counter-screen, emission ratio; stronger effect = higher value; in the data active = TR-FRET ratio above about 2300; note: inactives centre near 1800; reference of the scale not given here
SRC3 TRFRET art = flags TR-FRET format artefacts in PPARgamma SRC-3 recruitment agonist screen | TR-FRET artefact counter-screen, PPARgamma/SRC-3 format; stronger effect = higher value | TR-FRET ratio at 8 µM | 0.39% of 99,000 active; in the data active = TR-FRET ratio above about 2000; note: inactives centre near 1600; reference of the scale not given here
Active calls of the source: *.

Structure,SRC1 TRFRET art,SRC3 TRFRET art
Brc1ccc(C2CC(c3ccccc3)=Nc3ccccc3N2)cc1 (stereo not drawn),1879,1674
CCCCN1C(=O)C(=O)N(c2ccccc2)C1=S,1791,1671
COc1ccc(CN(C(=O)c2ccc(CN3CCOCC3)o2)C(C(=O)NCC2CCCO2)c2ccc(F)cc2)cc1 (stereo not drawn),1805,1372
O=C(Cn1nnc2ccccc2c1=O)Nc1cccc(S(=O)(=O)N2CCOCC2)c1,1762,1684
COc1cc(C(C(=O)NC2CCCCC2)N(C(=O)Cc2c[nH]c3ccccc23)c2ccccc2C)cc(OC)c1OC (stereo not drawn),1581,1681
CSc1ccc(/C=C(/NC(=O)c2ccc(C)cc2)C(=O)Nc2cccc(F)c2)cc1,2148,1418
CC(C)S(=O)(=O)c1nsc2nc(=O)c(/C=C3\C=Nc4ccccc43)c(N)n12,1738,1647
Cc1cc(S(=O)(=O)NCc2ccccc2)ccc1OCC(=O)N1CCOCC1,1753,1579
Cc1cccc(Cc2cnc(N3C(=N)SC(C)C3=O)s2)c1 (stereo not drawn),1794,1672
CCN1CCN(S(=O)(=O)c2ccc(Cl)c(C(=O)NC(C)(C)C)c2)CC1,1804,1638
COc1cc2c(cc1OC)C(c1cccs1)N(C(=O)c1cccnc1)CC2 (stereo not drawn),1714,1515
COc1cccc(/C=C/C(=O)OCC(=O)Nc2cccc(S(=O)(=O)N3CCOCC3)c2)c1OC,1542,1539
CCNC(=S)N/N=C(\C)c1ccc(N2CCOCC2)cc1,1807,1722
CCOC(=O)C1(Cc2cccc(OC)c2)CCN(Cc2cccc(O)c2)CC1,1734,1512
COc1c(Cl)cc(Cl)cc1CNCCO,1689,1757
Cc1nn(C2CCS(=O)(=O)C2)c(Cl)c1/C=C/C(=O)OCC(=O)Nc1ccc2c(c1)OCO2 (stereo not drawn),1793,1335
CN(CC(=O)Nc1ccncc1)S(=O)(=O)c1ccc(Cl)cc1,2010,1686
CC1CCCN(Cc2c(O)ccc3c2O/C(=C\c2ccco2)C3=O)C1 (stereo not drawn),1897,1585
O=C(NCc1ccc(Cl)cc1)C(=O)c1c[nH]c2ccccc12,1824,1624
CC(/C=C1\SC(=S)N(CC(=O)N2CCN(c3ccccc3)CC2)C1=O)=C\c1ccccc1,1438,1651
COc1cc(NS(=O)(=O)c2ccc3[nH]c(=O)oc3c2)cc(OC)c1,1784,1583
COC(=O)c1ccc(C(=O)OC)c(NC(=S)N2CCN(c3ccccc3F)CC2)c1,1841,1476
CCc1ccc(OCCCC(=O)Nc2nnc(C3CCCO3)s2)cc1 (stereo not drawn),1731,1682
CSc1ccc(CN2CCN(C(C)C)C(CCO)C2)cc1 (stereo not drawn),1719,1623
COc1ccc2nc(NC(=O)CSc3nc(SC)ns3)sc2c1,1654,1331
CCCS(=O)(=O)c1c(S(=O)(=O)CCC)c2ccc(C(C)=O)cn2c1C(=O)OC,1894,1734
COC(C(=O)Nc1ccc(S(=O)(=O)Nc2c(C)cccc2C)cc1)c1ccccc1 (stereo not drawn),2051,1508
COc1ccc(Cl)cc1S(=O)(=O)Nc1ccncc1,1551,1521
COCCN(C(=S)Nc1c(C)cccc1C)C(C)c1cccs1 (stereo not drawn),1819,1517
CC1CCC2(CC1)NC(=O)N(CC(=O)NC(=O)NC1CCCC1)C2=O (stereo not drawn),1844,1632
Cc1ccc(C(=O)/C=C\Nc2ccc(C)c(C)c2)cc1,1703,1619
COc1ccc2c(c1)-c1nc(/N=C/c3ccc(O)c(OC)c3)sc1CC2,2058,1724
O=C(CSc1cccc(C(F)(F)F)c1)Nc1cc(S(=O)(=O)N2CCCC2)ccc1Cl,2089,1666
COc1ccc(-c2nn3c(COc4ccccc4)nnc3s2)cc1OC,1790,1511
CCOC(=O)c1ccc(OS(=O)(=O)c2ccccc2)c(OC)c1,1806,1505
CCS(=O)(=O)N1CCCC(C(=O)c2ccc(OC)cc2C)C1 (stereo not drawn),1700,1461
Cc1nnc(SCC(=O)Nc2ccc3c(c2)OCO3)[nH]c1=O,1714,1613
O=Cc1ccc(-n2cccn2)cc1,1592,1518
CC(=O)NC(CC(=O)NC(C)c1ccc(Cl)cc1Cl)c1ccccc1 (stereo not drawn),1713,1514
COc1cccc(-c2nc(-c3ccccc3)nc(N3CCN(C)CC3)c2C#N)c1,1477,1399
COc1cccc(CC(=O)Nc2nc(C)cs2)c1,1602,1599
Cc1ccccc1NC(=S)N=Nc1c(O)n(C)c2ccc(S(=O)(=O)N3CCOCC3)cc12,1740,1493
O=S(=O)(c1ccc2nc(SCc3ccc(Cl)cc3)[nH]c2c1)N1CCOCC1,1869,1510
COc1ccc(NC(=S)NCCc2ccc(F)cc2)c(OC)c1,1736,1754
Nc1nc(SCC(=O)O)[nH]c(=O)c1NC(=O)c1ccccc1F,1976,1690
Cc1ccc(C2(C)CC(C)(C)N(C(=O)CSc3nnc(C)s3)c3ccccc32)cc1 (stereo not drawn),2016,1552
Cc1ccsc1/C=N/NC(=O)CO,1994,1580
CCc1ccc(N2C(=O)CN(Cc3cccs3)C2=S)cc1,1857,1515

Reprinted at random: 2 records from the list, in no set order.
Structure,SRC1 TRFRET art,SRC3 TRFRET art
Cc1cc(S(=O)(=O)NCc2ccccc2)ccc1OCC(=O)N1CCOCC1,1753,1579
COc1ccc2c(c1)-c1nc(/N=C/c3ccc(O)c(OC)c3)sc1CC2,2058,1724

Continued:
Structure,SRC1 TRFRET art,SRC3 TRFRET art
O=C(Cc1cccs1)N/N=C/C(Cl)=C/c1ccccc1,1679,1562
CN1C(=O)CC(C(=O)O)SC1=Nc1cc(Cl)cc(Cl)c1 (stereo not drawn),1766,1422
Cc1c(NC(=O)c2cc3c(s2)CCCC3)c(=O)n(-c2ccccc2)n1C,1734,1628
COc1ccc(/C=N/Nc2nc(N3CCCC3)nc(N3CCCC3)n2)c(OC)c1OC,1523,1362
O=[N+]([O-])c1cc(C(F)(F)F)cc([N+](=O)[O-])c1NN=C1CCCCC1,1702,1649
O=C(O)c1cccc(NS(=O)(=O)c2ccc(NC(=O)c3ccco3)cc2)c1,1876,1648
O=C(CCCOc1ccc(Cl)cc1Cl)NNC(=O)c1ccc(NC(=O)c2ccccc2)cc1,1602,1599
CN(C(=O)COc1ncnc2c1cnn2-c1ccccc1)C1CCCCC1,2049,1604
Cc1c(NC(=O)c2c(N)n(-c3ccccc3)c3nc4ccccc4nc23)c(=O)n(-c2ccccc2)n1C,1896,1677
O=C(OC1CCCCC1=O)c1cc(Cl)ccc1[N+](=O)[O-] (stereo not drawn),1590,1729
CCc1ccc(-n2c(=O)c3c(C)c(C)sc3n(CC(=O)NCC3CCCO3)c2=O)cc1 (stereo not drawn),1589,1462
O=C(/C=C/c1ccco1)N(c1ccccn1)c1ccccn1,1608,1500
CC(=O)N1c2ccc3ccccc3c2C2C=CCC2C1c1ccc(Br)cc1 (stereo not drawn),1839,1564
COc1cccc(NC(=S)N(CCCN2CCC(C)CC2)Cc2cccs2)c1,1651,1479
C=CCNC(=S)NC1CC(C)(C)NC(C)(C)C1,2194,1620
Cc1cccc(-n2c(O)c(C=Nc3ccccc3)c3ccccc3c2=O)n1,1844,1734
O=c1cccc(-c2ccc(Br)cc2)o1,1815,1850
O=C(NCC1CCCO1)c1nc2c(nnn2Cc2ccc(F)cc2)c(=O)[nH]1 (stereo not drawn),1858,1697
CC(C)(C)NC(=O)C(OC(=O)c1cccs1)c1ccccc1 (stereo not drawn),1680,1768
CCN1C/C(=C/c2ccc(N3CCOCC3)cc2)C(=O)/C(=C/c2ccc(N3CCOCC3)cc2)C1,1763,1835
Cc1csc(SCC(=O)NC(=O)NCCC(C)C)n1,1787,1591
COc1ccccc1CCc1nnc(CCC(=O)N(C)Cc2cccc3cnccc23)o1,1641,1429
Cc1ccc2cc(CCNC(=O)c3ccc(S(=O)(=O)N4CCCCC4)cc3)c(=O)[nH]c2c1,1635,1396
CCCC(CCC)C(=O)OC1C[C@H]2CC[C@@H](C1)[N+]2(C)C (stereo partly drawn),1779,1729
O=C1C(=O)N(Cc2ccco2)C(c2cccc(Cl)c2)/C1=C(\O)c1ccc2c(c1)OCCO2 (stereo not drawn),2044,1785
O=C(NC(Cc1c[nH]c2ccccc12)C(=O)O)c1ccc(Br)cc1 (stereo not drawn),1776,1567
Cc1csc(NC(=O)CCCc2cccs2)n1,1652,1447
COc1ccc(CN2CCN(CCC(C)C)C(CCO)C2)cc1Cn1cncn1 (stereo not drawn),1718,1624
CCc1ccccc1N(C)S(=O)(=O)c1ccc2[nH]cc(C(=O)O)c(=O)c2c1,1882,1393
CCN(Cc1ccncc1)C(=O)c1ccc2c(c1)S(=O)(=O)c1ccccc1C2=O,1915,1546
Cc1ccc(C(C(=O)NC(C)(C)C)N(CCCN2CCOCC2)C(=O)c2ccc(-c3ccccc3)[nH]2)o1 (stereo not drawn),1868,1556
CCOC(=O)c1c(/N=C/C2=C(O)CC(C)(C)CC2=O)sc(C(C)=O)c1C,1700,1583
CO/N=C\CC(=O)Nc1ccc(Cl)c(Cl)c1,1890,1695
COc1cc(NC(=O)CN2C(=O)c3ccccc3Sc3ccc(C(=O)N4CCOCC4)cc32)cc(OC)c1OC,1918,1512
COc1cc(NC(=O)c2cc(C)nc3ccccc23)cc(OC)c1OC,1833,1777
CCC(=O)n1nc(-c2ccc(Cl)cc2)nc1N,1838,1693

Structural class: the entries above containing a nitro group on carbon (two)
Structure,SRC1 TRFRET art,SRC3 TRFRET art
O=[N+]([O-])c1cc(C(F)(F)F)cc([N+](=O)[O-])c1NN=C1CCCCC1,1702,1649
O=C(OC1CCCCC1=O)c1cc(Cl)ccc1[N+](=O)[O-] (stereo not drawn),1590,1729

More compounds
Structure,SRC1 TRFRET art,SRC3 TRFRET art
CCC1CCC2(CC1)NC(=O)N(CC(=O)Nc1cc(C)on1)C2=O (stereo not drawn),1715,1627
CCOc1ccccc1-c1cc(-c2n[nH]c(=S)n2CC)c2ccccc2n1,1686,1694
Cc1cc(/C=N/NC(N)=S)c(C)n1-c1ccc(Cl)cc1,1636,1683
Cc1ccc(S(=O)(=O)N(C)c2ccc3ccccc3c2)cc1,1716,1497
C/C(=N\NC(=S)NCc1ccccc1)c1cccs1,2000,1535
CCCN(C(=O)CSc1cc(-c2ccccc2)c2ccc(OC)cc2n1)C1CCS(=O)(=O)C1 (stereo not drawn),1742,1596
CCN1C(=O)CSc2ccc(C(=O)OC)cc21,1823,1640
COc1ccccc1NC(=O)Nc1cccnc1,1596,1779
NC(=O)CC[C@@H]1NC(=O)[C@@H]2CCCN2C(=O)c2cc([N+](=O)[O-])cc(F)c2NCCC[C@@H](C(N)=O)NC1=O,1665,1492
Cc1nn(Cc2ccc(F)cc2)c(C)c1NC(=O)c1cc2ncc(Br)cn2n1,1815,1553
CC(C)CC(NC(N)=O)C(=O)OCC(=O)N(Cc1ccccc1)Cc1ccccc1 (stereo not drawn),1955,1486
O=C(O)CC(=O)Nc1ccc(Oc2ccc(C(F)(F)F)cn2)c(Cl)c1,1790,1819
Cn1nnc2ccccc2c1=O,2015,1610
CSCCCNC(=S)N1CCc2ccccc2C1,1525,1394
O=C(CSc1ncn[nH]1)Nc1cccc(S(=O)(=O)N2CCCCCC2)c1,1787,1601
COc1cccc(-n2c(SCc3ccccn3)nc3c(c2=O)SCC3)c1,1998,1447
N#Cc1c(NC(=O)C2C3C=CC(C3)C2C(=O)O)sc2c1CCCCC2 (stereo not drawn),1700,1485
COc1ccc(N2C(=O)C(Cl)=C(Oc3cccc(OC)c3)C2=O)cc1,1803,1574
Cc1cccc(NC(=O)/C(C#N)=C/c2ccc(Sc3ccccc3)o2)c1C,1836,1568
O=C(Nc1cccc(-c2cn3c(n2)SCC3)c1)c1ccc2ccccc2n1,1658,1549
COc1ccc(CCNC(=O)CN(c2cccc([N+](=O)[O-])c2)S(C)(=O)=O)cc1,1778,1626
CC(C)Oc1ccc(CSc2ncn[nH]2)cc1,1920,1568
COc1ccc(S(=O)(=O)N2CCOCC2)cc1NC(=O)CSc1nnc2ccccn12,1560,1512
CCn1c2ccccc2c2cc(Nc3cc(C)nc4ncnn34)ccc21,1662,1683
O=C(CC1NCCc2ccccc21)Nc1cccc(Cl)c1 (stereo not drawn),1962,1714
O=c1c(Cc2ccc(F)cc2)c(O)ccn1CCc1ccccn1,1805,1560
Cc1ccccc1-n1c(SC/C(O)=C(\C#N)c2nc3ccccc3[nH]2)nnc1-c1ccncc1,1851,1590
CC(=O)Nc1ccc(NC(=O)CSc2ccc(-c3ccco3)nn2)cc1,1676,1537
CC1(C)CCCC(C)(C)N1CC(O)COCCOc1ccc(Br)cc1 (stereo not drawn),1789,1415
O=C(Nc1ccccn1)c1ccc([N+](=O)[O-])cc1Cl,1714,1522
CN1CCC(N(C)C(=S)Nc2ccc(SC(F)F)cc2)CC1,2066,1399
N#CC1=C(N)C2=CCCC[C@H]2[C@H](c2ccccc2)C1(C#N)C#N,1725,1521

Gathered by group, the entries above with a CF3 group (three)
Structure,SRC1 TRFRET art,SRC3 TRFRET art
O=C(CSc1cccc(C(F)(F)F)c1)Nc1cc(S(=O)(=O)N2CCCC2)ccc1Cl,2089,1666
O=[N+]([O-])c1cc(C(F)(F)F)cc([N+](=O)[O-])c1NN=C1CCCCC1,1702,1649
O=C(O)CC(=O)Nc1ccc(Oc2ccc(C(F)(F)F)cn2)c(Cl)c1,1790,1819

These rows are one share of the data (hit frequency here may not be typical).
